UBC13 inh – human UBC13 polyubiquitination inhibition; 330,000 compounds, 0.47% hits; inhibition, % at 20 µM; UBC13 polyubiquitin chain formation, TR-FRET; in the data active means inhibition above about 45%, passing the limit was not always enough
Target sequence (P61088 whole entry, looked up): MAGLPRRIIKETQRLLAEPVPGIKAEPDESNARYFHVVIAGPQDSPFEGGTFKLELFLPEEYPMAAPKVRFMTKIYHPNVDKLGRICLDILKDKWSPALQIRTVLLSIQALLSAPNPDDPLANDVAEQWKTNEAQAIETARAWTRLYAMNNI
MIN6 prolif – MIN6 beta-cell proliferation induction. 330,000 compounds, 0.29% hits. proliferation, % at 10 µM. MIN6 cells proliferation, ATPlite luminescence, 48 h; cells starved in 0.2% serum; 100% = growth in 10% serum;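 active means compounds whose signal lies at least 3.5 SD above the mean of all wells on their plate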;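 further: 0% = DMSO-treated cells in low-serum medium and 100% = 10% serum control; some compounds called inactive have numbers as strong as hits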
SENP8 block-1 – SENP8 (human) protease inhibition | Q96LD8 | recombinant SENP8, Nedd8 substrate fluorescence | inhibition, % at 20 µM | 360,000 compounds, 0.64% hits | AID 602440; in the data active means inhibition mostly above about 40%, no sharp cut-off; inactive means mostly below about 27%
Target sequence (Q96LD8 whole entry, looked up): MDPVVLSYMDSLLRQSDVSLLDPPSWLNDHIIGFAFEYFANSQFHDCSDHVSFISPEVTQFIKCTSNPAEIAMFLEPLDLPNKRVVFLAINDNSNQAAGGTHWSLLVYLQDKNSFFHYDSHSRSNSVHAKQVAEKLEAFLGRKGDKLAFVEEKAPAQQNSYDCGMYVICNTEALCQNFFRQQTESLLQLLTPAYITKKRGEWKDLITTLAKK
SENP7 block – SENP7 protease inhibition; Q9BQF6; recombinant SENP7, Z-RLRGG-aminoluciferin luminescence, 40 min; inhibition, % at 5 µM; 330,000 compounds, 1.5% hits; AID 434973;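 active means inhibition above about 50% at the single test dose, limit read from the data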;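 further: plate controls were DMSO with enzyme for no effect and no enzyme buffer wells for full effect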
Target sequence (Q9BQF6 706-1050 limits assumed): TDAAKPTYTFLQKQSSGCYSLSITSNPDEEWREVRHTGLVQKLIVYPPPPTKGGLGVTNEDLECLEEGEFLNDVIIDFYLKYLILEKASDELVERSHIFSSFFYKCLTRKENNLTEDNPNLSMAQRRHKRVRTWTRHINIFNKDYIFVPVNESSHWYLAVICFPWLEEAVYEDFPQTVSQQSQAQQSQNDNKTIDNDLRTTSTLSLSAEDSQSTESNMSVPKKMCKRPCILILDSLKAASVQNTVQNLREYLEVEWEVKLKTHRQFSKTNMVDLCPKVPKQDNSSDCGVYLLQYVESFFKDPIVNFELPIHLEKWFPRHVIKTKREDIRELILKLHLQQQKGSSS
PfG6PD inh – PfG6PD (Plasmodium falciparum) enzyme inhibition. PfGluPho enzyme, NADPH resazurin-diaphorase fluorescence. inhibition, % at 20 µM. 350,000 compounds, 0.78% hits;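 active means inhibition reaching at least a set limit at 20 µM in the primary screen, cut at about 59% in these data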;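 further: 0% = DMSO wells with substrate and 100% = DMSO wells lacking glucose-6-phosphate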
HKDC1 inh – blocks human hexokinase HKDC1 activity. recombinant HKDC1, G6PDH/diaphorase resazurin coupled fluorescence. inhibition, % at 20 µM. Q2TB90. 340,000 compounds, 0.16% hits;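 active means inhibition above about 35% when tested at 20 µM, limit read from the data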;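 further: plate controls were DMSO wells with enzyme for no effect and DMSO wells lacking enzyme for full effect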
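Material: recombinant HKDC1 hexokinase; Amount: HKDC1 at 5 µg/mL; Medium: Tris pH 8.0 buffer with MgCl2, Tween-20, BSA, BME; Schedule: 90 min reaction incubation at room temperature, dark; Technique: coupled resazurin fluorescence, excitation 525 nm, emission 613 nm.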
SENP6 block – inhibitors of human SENP6 protease; Q9GZR1; Recombinant SENP6 catalytic domain, aminoluciferin luminescence; inhibition, % at 10 µM; 330,000 compounds, 1.8% hits; AID 2599;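 active means inhibition above about 50% at the single tested dose, limit read from the data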;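 further: plate controls were DMSO wells with enzyme for no effect and DMSO wells lacking enzyme for full effect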
SENP8 block-2 – blocks the human protease SENP8 | AID 2540 | inhibition, % at 10 µM | Q96LD8 | purified SENP8, Z-RLRGG-aminoluciferin cleavage, luminescence | 330,000 compounds, 1.2% hits; in the data active means inhibition above about 50%
SENP1 FRET inh – SENP1 (human) catalytic domain inhibition | Q9P0U3 | recombinant SENP1 catalytic domain, CyPet-SUMO1-YPet FRET cleavage | inhibition, % at 10 µM | 360,000 compounds, 0.21% hits | AID 624204;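 active means inhibition at least 30% at 10 µM, raw YFP signal under a set limit, fluorescence ratio 0.5 to 1.5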;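 further: 0% = enzyme with DMSO and 100% = no enzyme wells; some results filed as inactive read as strong as hits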
Target sequence (Q9P0U3 419-644 limits assumed): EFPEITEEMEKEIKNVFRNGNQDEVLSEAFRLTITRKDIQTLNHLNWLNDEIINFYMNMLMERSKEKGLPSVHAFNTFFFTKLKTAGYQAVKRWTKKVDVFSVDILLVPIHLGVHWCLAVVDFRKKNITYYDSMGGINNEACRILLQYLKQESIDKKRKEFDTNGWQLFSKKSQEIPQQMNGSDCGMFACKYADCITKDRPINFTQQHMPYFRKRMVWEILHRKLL
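Assay system – human recombinant His6-tagged SENP1 catalytic domain enzyme · Input – SENP1 enzyme, 20 pM final · Buffer or medium – Tris pH 8 buffer plus EDTA, NaCl, BME, BSA, NP40, catalase · Schedule – 50 min reaction at room temperature · Technique – FRET read of cyan and yellow fluorescence · Control set – no-enzyme wells low, DMSO-plus-enzyme wells high control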
* marks the source's active call; other numbers are inactive results; · = no result given.

cpd	SMILES	UBC13 inh	MIN6 prolif	SENP8 block-1	SENP7 block	PfG6PD inh
1	Clc1nc(CN2CCCCC2)nc2sc3c(c12)CCC3	6	-5	-17	-1	17
2	O=C(Nc1ccnn1C1CCN(C(=O)Cc2cccc(Cl)c2)CC1)C1CC1	1	2	8	-9	1
3	OCCC1CN(Cc2ccc(C(F)(F)F)cc2)CCN1Cc1ccccc1 (stereo not given)	-9	-1	8	-6	-2
4	O=S(=O)(c1cccs1)N1CCN(CC(O)COC2CCCc3ccccc32)CC1 (stereo not given)	5	0	22	10	-8
5	Cc1noc(C(=O)N2CC3(C)CC2CC(C)(C)C3)c1Cl (stereo not given)	-1	2	10	-1	-10
6	Cc1ccc(C(C)C)c(OCC#CCN2CCOCC2)c1	6	2	6	-10	10
7	Cn1nc(C(=O)NNC(=O)C(CCC(N)=O)NS(=O)(=O)c2ccc(Cl)cc2)c2ccccc2c1=O (stereo not given)	-7	3	17	-4	-2
8	Cc1cccc(Oc2coc3cc(OC(=O)c4cccs4)ccc3c2=O)c1	12	-2	-138	-5	1

cpd	HKDC1 inh	SENP6 block	SENP8 block-2	SENP1 FRET inh
1	-7	11	3	-2
2	-5	-6	-4	1
3	-7	0	-7	1
4	9	-14	-6	2
5	-2	-2	3	0
6	-7	-30	-9	2
7	0	11	8	2
8	5	0	-11	0

Continuation:
cpd	SMILES	UBC13 inh	MIN6 prolif	SENP8 block-1	SENP7 block	PfG6PD inh
9	COc1ccc(NC(=O)Nc2ccc(C(=O)N3CCOCC3)cc2)c(OC)c1	-2	-1	20	-12	-8
10	NC(=O)c1cc(S(=O)(=O)N2CCc3ccccc3C2)cs1	-2	-4	12	1	1
11	O=C(CN(C(=O)c1csnn1)c1ccc(F)cc1)NCc1ccc2c(c1)OCO2	5	0	2	6	18
12	C/C(Cc1ccccc1)=N/NC(=O)CCCC(=O)N/N=C(/C)Cc1ccccc1	-6	-1	5	-8	1
13	Nc1c(C(=O)Nc2ccc(Cl)c(C(=O)O)c2)sc2nc3c(cc12)CCCC3	10	-6	-389	-5	59*
14	CC(NC(=O)c1ccco1)C(=O)N1CCN(S(=O)(=O)c2ccccc2C#N)CC1 (stereo not given)	-3	1	15	4	0
15	O=C(CSc1nc2cc(Cl)ccc2o1)Nc1ccc(N2CCOCC2)cc1	5	-1	13	10	-18
16	Cn1c(C(=O)Nc2ccc3c(c2)OCCO3)cc2sccc21	-7	-5	-13	79*	66*

cpd	HKDC1 inh	SENP6 block	SENP8 block-2	SENP1 FRET inh
9	-6	13	-3	0
10	-2	-23	-2	1
11	-1	-25	5	3
12	-14	2	2	1
13	6	-10	-10	-28
14	4	-9	-4	1
15	-12	-11	1	-1
16	-6	74*	70*	-10

(next part)
cpd	SMILES	UBC13 inh	MIN6 prolif	SENP8 block-1	SENP7 block	PfG6PD inh
17	Cc1ccc2c(C)c(C(=O)N3CCN(C4CCS(=O)(=O)C4)CC3)oc2c1C (stereo not given)	-7	-1	6	-1	-24
18	CCCNC(=S)N1CCN(c2nc(-c3ccc(C)cc3)cs2)CC1	2	-4	12	-4	6
19	COc1ccc(Cc2nnc(NC(=O)Cn3cnc4c3c(=O)n(C)c(=O)n4C)s2)cc1OC	7	-4	16	-5	-4
20	CC(=O)Nc1cccc(OCC(=O)Nc2cccc(S(=O)(=O)N3CCCC3)c2)c1	4	0	-1	-7	16
21	CC(C(=O)N1c2ccccc2CCc2ccccc21)n1nnc(-c2ccc(N(C)C)cc2)n1 (stereo not given)	-11	-2	-8	14	15
22	COC(=O)[C@@H]1[C@H](CCc2ccccc2)NC(=O)N(Cc2ccccc2)[C@@H]1C	7	-2	22	-9	3
23	O=[N+]([O-])c1ccc(Cl)cc1NCC1CCCO1 (stereo not given)	-21	-1	25	5	-14
24	Cc1ccc(-n2c(SCC(=O)NCc3ccco3)nc3c([nH]c4ccccc43)c2=O)cc1	-6	-3	-119	-2	-1

cpd	HKDC1 inh	SENP6 block	SENP8 block-2	SENP1 FRET inh
17	-4	-8	-10	1
18	-1	2	11	2
19	-7	-8	0	-1
20	-8	-5	3	-2
21	7	-7	1	0
22	-2	1	5	2
23	-2	6	3	3
24	-5	-7	12	1

Following part:
cpd	SMILES	UBC13 inh	MIN6 prolif	SENP8 block-1	SENP7 block	PfG6PD inh
25	O=C(c1ccoc1)N1CCCC(CO)(CCCc2ccccc2)C1 (stereo not given)	-10	0	-4	3	-4
26	CC(=O)c1ccc(NC(=O)C2=CC(c3ccco3)=NS(=O)(=O)N2C)cc1	-14	-2	-1	3	-6
27	COc1ccc(OC)c(C(=O)CSc2nnc(Cc3cccs3)n2C)c1	2	2	4	-5	16
28	O=C(CCCCCN1C(=O)c2cccc3cccc(c23)C1=O)NCCO	47*	-1	-321	5	6
29	CCNC(=O)c1cc2ccccc2o1	14	0	9	-2	-9
30	O=C(CCC(=O)c1ccc(Oc2ccccc2)cc1)Nc1ccc(Cl)cc1Cl	6	-3	0	-2	0
31	CCCN1CCC(=O)N(CCSc2ccc(NC(C)=O)cc2)CC1	3	-2	7	0	-10
32	COc1ccccc1CCNC(=O)C(=O)NCC1OCCCN1S(=O)(=O)c1cc(C)ccc1C (stereo not given)	-11	4	9	11	2

cpd	HKDC1 inh	SENP6 block	SENP8 block-2	SENP1 FRET inh
25	-9	-3	3	1
26	-4	9	9	1
27	2	-32	-5	-2
28	-12	-11	-7	0
29	-7	-5	-4	1
30	0	-1	1	-3
31	-4	0	-1	1
32	2	-9	-1	2

Next part.
cpd	SMILES	UBC13 inh	MIN6 prolif	SENP8 block-1	SENP7 block	PfG6PD inh
33	CCCN1Cc2cccc(C(=O)Nc3ccc(C)cc3)c2C1=O	6	3	20	-4	0
34	COc1ccc(CC(=O)Nc2ccc(-c3cn4cccc(C)c4n3)cc2)cc1OC	10	1	-390	6	3
35	COc1cccc(/C=N/NC(=O)C[n+]2ccccc2)c1O	14	-4	5	5	-34
36	COc1cccc(C(C(=O)Nc2ccc(F)cc2)N(C(=O)Cn2nnc3ccccc32)C2CC2)c1 (stereo not given)	6	-3	11	0	0
37	O=C(Cn1nnc(-c2ccccc2)n1)N/N=C/c1cccc([N+](=O)[O-])c1	-2	0	16	-1	15
38	O=C(CCC1CCCC1)NC1CCCCC1	-5	1	-2	-11	-16
39	COC(=O)C1C(=O)C2=C(CC1C)NC(=O)CC2c1ccc(F)cc1 (stereo not given)	6	0	-4	5	0
40	Cc1ccc(C(=O)NNC(=O)C(C)Oc2ccc3ccccc3c2)o1 (stereo not given)	-3	0	13	1	-10

cpd	HKDC1 inh	SENP6 block	SENP8 block-2	SENP1 FRET inh
33	-4	-16	-2	1
34	2	1	-7	0
35	-27	-6	-8	5
36	-13	-6	0	-1
37	2	2	-11	0
38	1	-3	-5	2
39	-1	20	2	3
40	-2	-13	-5	2

Part of the list above in order of count of non-hydrogen atoms, low to high.
cpd	SMILES	UBC13 inh	MIN6 prolif	SENP8 block-1	SENP7 block	PfG6PD inh
29	CCNC(=O)c1cc2ccccc2o1	14	0	9	-2	-9
38	O=C(CCC1CCCC1)NC1CCCCC1	-5	1	-2	-11	-16
35	COc1cccc(/C=N/NC(=O)C[n+]2ccccc2)c1O	14	-4	5	5	-34
33	CCCN1Cc2cccc(C(=O)Nc3ccc(C)cc3)c2C1=O	6	3	20	-4	0
39	COC(=O)C1C(=O)C2=C(CC1C)NC(=O)CC2c1ccc(F)cc1 (stereo not given)	6	0	-4	5	0
40	Cc1ccc(C(=O)NNC(=O)C(C)Oc2ccc3ccccc3c2)o1 (stereo not given)	-3	0	13	1	-10
28	O=C(CCCCCN1C(=O)c2cccc3cccc(c23)C1=O)NCCO	47*	-1	-321	5	6
30	O=C(CCC(=O)c1ccc(Oc2ccccc2)cc1)Nc1ccc(Cl)cc1Cl	6	-3	0	-2	0
32	COc1ccccc1CCNC(=O)C(=O)NCC1OCCCN1S(=O)(=O)c1cc(C)ccc1C (stereo not given)	-11	4	9	11	2
36	COc1cccc(C(C(=O)Nc2ccc(F)cc2)N(C(=O)Cn2nnc3ccccc32)C2CC2)c1 (stereo not given)	6	-3	11	0	0

cpd	HKDC1 inh	SENP6 block	SENP8 block-2	SENP1 FRET inh
29	-7	-5	-4	1
38	1	-3	-5	2
35	-27	-6	-8	5
33	-4	-16	-2	1
39	-1	20	2	3
40	-2	-13	-5	2
28	-12	-11	-7	0
30	0	-1	1	-3
32	2	-9	-1	2
36	-13	-6	0	-1

Additional records:
cpd	SMILES	UBC13 inh	MIN6 prolif	SENP8 block-1	SENP7 block	PfG6PD inh
41	COc1ccc(-c2n[nH]c(C)c2-c2cnn(-c3ccccc3)c2)c(O)c1C	19	1	16	-1	-29
42	CCCN1CCN(CCCNC(=O)c2ccc3c(c2)NC(=O)c2ccccc2S3)CC1	22	-5	13	4	-19
43	O=C(NCCc1c[nH]c2ccccc12)C(=O)NCC1OCCCN1S(=O)(=O)c1ccccc1 (stereo not given)	7	-3	8	4	4
44	CCCC1(c2ccccc2)NC(=O)N(CC(=O)Nc2cc(OC)cc(OC)c2)C1=O (stereo not given)	-3	0	15	-4	-13
45	CC(C)(C)c1ccc(C(=O)NNC(=O)c2cccc(Br)c2)cc1	9	-4	9	2	2
46	CCc1ccc(/C=N/N2CCN(c3ccccn3)CC2)cc1	4	2	9	-2	-7
47	COC(=O)C(C(=O)Nc1ncccn1)C1CCCCCC1 (stereo not given)	6	-2	14	0	13
48	Cc1ccccc1NC(=O)COC(=O)CC1CCCC1	2	4	5	2	-6

cpd	HKDC1 inh	SENP6 block	SENP8 block-2	SENP1 FRET inh
41	0	-10	7	-4
42	-7	15	-7	-2
43	1	3	3	-3
44	-4	-6	-10	1
45	-11	6	-8	2
46	-5	10	0	0
47	-1	-9	11	3
48	-7	2	3	2

Next entries
cpd	SMILES	UBC13 inh	MIN6 prolif	SENP8 block-1	SENP7 block	PfG6PD inh
49	Nc1ccc2oc(=O)c(-c3ccccc3)cc2c1	-16	0	18	2	-1
50	CCOC(=O)C1=C(C)Nc2nnnn2C1c1cccc(OC)c1OC (stereo not given)	-4	-1	19	5	-10
51	Cc1ccc(N(C(=O)CNC(=O)c2ccco2)C(C(=O)NC2CCCCC2)c2cccnc2)cc1F (stereo not given)	1	-2	8	-5	-9
52	CCOC(=O)N1CCN(C(=O)C2CCCN(S(=O)(=O)c3cccnc3)C2)CC1 (stereo not given)	2	2	12	-8	-8
53	O=C(NC1CCOc2ccccc21)C1CCCC1 (stereo not given)	2	0	6	2	-10
54	CCOC(=O)Cc1nc2ccccc2n(CC#N)c1=O	-3	-1	-191	4	19
55	COc1ccc(/C=N/NC(=O)c2cccc([N+](=O)[O-])c2)cc1OC(=O)c1ccccc1	-8	-4	26	-3	-16
56	O=C(CN1CCN(S(=O)(=O)c2ccc3c(c2)OCCO3)CC1)Nc1ccccc1Br	·	·	-1	·	-1
57	COc1ccc(C(N)=O)c(OCC(=O)Nc2cc(C)on2)c1	5	-5	11	3	16
58	CC(=O)Nc1ccc(/C=C(\C#N)C(=O)NCc2ccccc2)cc1	-12	0	-25	-10	-5

cpd	HKDC1 inh	SENP6 block	SENP8 block-2	SENP1 FRET inh
49	-1	7	1	68*
50	-10	-10	1	3
51	-5	-24	-5	-1
52	-9	-3	7	0
53	-2	-7	5	2
54	-3	-45	-2	-3
55	2	-1	3	1
56	-1	·	·	3
57	-1	1	7	0
58	-5	-8	-1	1

Compounds were not picked by outcome. Share with any hit: about 4%.
